V1aR counter = V1a receptor agonism, counter-screen for OXTR agonists | CHO-V1R cells, Fluo-8 calcium fluorescence, agonist mode; 0% DMSO, 100% 3 nM vasopressin | activation, % at 3 µM | 320,000 compounds, 0.25% hits | P37288;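 active = activation above the mean activation of all tested compounds plus 3 SD, per screening run, cut at about 20% in these data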;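 also: signal is peak over basal fluorescence ratio across a 100 second FLIPR read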
Target sequence (P37288 whole entry, looked up): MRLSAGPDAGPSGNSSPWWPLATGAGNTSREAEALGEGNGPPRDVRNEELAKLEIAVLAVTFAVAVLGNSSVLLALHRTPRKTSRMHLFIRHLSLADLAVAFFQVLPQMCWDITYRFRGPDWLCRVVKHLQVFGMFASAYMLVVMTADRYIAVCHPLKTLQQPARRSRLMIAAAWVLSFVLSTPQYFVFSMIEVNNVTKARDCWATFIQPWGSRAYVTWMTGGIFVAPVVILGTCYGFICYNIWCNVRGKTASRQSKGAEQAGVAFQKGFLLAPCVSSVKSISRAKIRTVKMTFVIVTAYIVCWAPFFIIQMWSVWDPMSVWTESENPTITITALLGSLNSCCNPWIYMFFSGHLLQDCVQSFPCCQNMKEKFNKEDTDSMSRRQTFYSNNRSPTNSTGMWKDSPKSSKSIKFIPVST
OXTR potentiator = potentiates the human oxytocin receptor response | CHO-OTR cells, Fluo-8 calcium fluorescence, potentiator mode; 0% = oxytocin EC15, 100% = EC100 | activation, % at 3 µM | 320,000 compounds, 0.061% hits | AID 2445;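 active = activation above that plate's cutoff, the mean activation of tested compounds plus 3 SD, cut at about 6.6% in these data, passing the limit was not always enough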;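 also: 100% uses oxytocin at 75 nM as the full agonist control; some results filed as inactive read as strong as hits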
Target sequence (P30559 whole entry, looked up): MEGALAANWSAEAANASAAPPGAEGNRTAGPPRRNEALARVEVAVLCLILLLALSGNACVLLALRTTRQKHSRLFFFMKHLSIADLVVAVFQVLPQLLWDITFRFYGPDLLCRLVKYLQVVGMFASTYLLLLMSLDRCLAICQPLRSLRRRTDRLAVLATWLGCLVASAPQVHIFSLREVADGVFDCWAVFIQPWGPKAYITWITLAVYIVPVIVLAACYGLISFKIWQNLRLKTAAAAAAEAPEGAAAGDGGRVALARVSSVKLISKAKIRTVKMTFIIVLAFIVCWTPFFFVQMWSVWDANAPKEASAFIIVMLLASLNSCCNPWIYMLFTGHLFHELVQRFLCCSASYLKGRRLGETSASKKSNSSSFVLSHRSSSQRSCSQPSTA
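Material: human OTR in CHO cells. Compound: 3.0 µM, one dose. Timing: compound 6 min at room temperature before oxytocin, 100 s read. Evaluation: % activation of max/min ratio relative to oxytocin controls. Replication: single well per compound, singlicate. Signal: Fluo-8 calcium dye fluorescence.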
M1 ag = activates human CHRM1 receptor; CHO-K1 hM1, Fluo-8 calcium fluorescence, agonist mode; 0% DMSO, 100% acetylcholine EC100; 360,000 compounds, 0.33% hits; P11229; activation, % at 3 µM;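 active = activation above the run's mean compound activation plus 3 SD, cut at about 16% in these data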;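 also: peak over basal fluorescence ratio within a 140 s kinetic read after compound addition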
TAAR1 antagonist = human TAAR1 antagonism; 360,000 compounds, 1.5% hits; inhibition, % at 3 µM; CHO RD-HGA16 TAAR1, Fluo-8 calcium fluorescence, antagonist; Q96RJ0; AID 624466;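 active = inhibition above a per-plate cutoff, the mean inhibition of test compounds on that plate plus 3 SD, cut at about 49% in these data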;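 also: 0% = DMSO plus EC80 beta-PEA response and 100% = DMSO alone without agonist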
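Assay system: RD-HGA16 CHO cells with stable hTAAR1 and Gα16 / Reagent: EC80 β-phenethylamine stimulus / Doses: 3 µM, single point / Timing: dye loading 75 min at 37 °C, then 30 min room temperature / Measured by: Fluo-8 intracellular calcium dye fluorescence, real-time kinetic reads / Controls: vehicle wells and EC80 agonist wells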
CHO parental Ca = counter-screen for OX1R antagonists: effect in parental CHO cells. inhibition, % at 5.6 µM. AID 463079. parental CHO-K1, ATP-induced calcium, Fluo-8 fluorescence. 330,000 compounds, 0.63% hits;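 active = inhibition above that plate's mean sample inhibition plus 3 SD, cut at about 26% in these data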;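 also: 0% = ATP-challenged DMSO wells and 100% = DMSO wells without ATP; some compounds past the cut are filed as inactive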
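Measured by: calcium-sensitive Fluo-8 fluorescence / Test system: CHO parental line / Controls: ATP-challenged DMSO wells low, unchallenged DMSO wells high / Measure: % inhibition / Compound: single nominal dose of 5.6 µM per compound / Replicates: single well per compound, no replicates / Reagent: ATP as calcium-mobilizing challenge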
TAAR1 agonist = human TAAR1 agonism. AID 624467. activation, % at 3 µM. 360,000 compounds, 0.99% hits. Q96RJ0. CHO RD-HGA16 TAAR1, Fluo-8 calcium fluorescence; vehicle wells 0%, saturating PEA agonist 100%;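 active = activation above the mean activation of all test compounds in the run plus 3 SD, cut at about 38% in these data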
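test system = CHO RD-HGA16 cells carrying human TAAR1 plus Gα16 | schedule = 17-24 h seeding, 75 min 37 °C dye, 30 min RT | compound dosing = 3 µM single concentration | control set = DMSO and PEA EC100 | replicates = n 1 | signal = Fluo-8 fluorescence, 5 s baseline then 140 s kinetic read | measure = percent activation vs PEA EC100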
CHO-K1 Ca PAM = counter-screen for M1 PAMs: effect in parental CHO-K1 cells | 360,000 compounds, 0.02% hits | activation, % at 3 µM | ATP EC20, Fluo-8 calcium fluorescence; 0% at ATP EC20, 100% at ATP max;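 active = activation above the run cutoff, the mean activation of all test compounds plus 3 SD, cut at about 40% in these data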;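 also: peak over basal fluorescence ratio in a 140 s read after ATP addition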
CHO-K1 Ca ag = counter-screen for M1 agonists: effect in parental CHO-K1 cells; Fluo-8 calcium fluorescence; scaled to maximal ATP response, vehicle zero; activation, % at 3 µM; 360,000 compounds, 0.48% hits; AID 602248; in the data active = activation above about 15%;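 also: untransfected CHO-K1 host cells lacking M1 receptor as counterscreen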
CHO-K1 Ca antag = M1 antagonist counterscreen hit in parental CHO-K1 cells; ATP-induced calcium, Fluo-8 fluorescence; inhibition, % at 3 µM; 360,000 compounds, 0.6% hits; AID 602250;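 active = inhibition above a per-plate cutoff, the plate's mean sample inhibition plus 3 SD, cut at about 24% in these data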;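 also: 0% = DMSO plus EC80 ATP and 100% = DMSO alone without ATP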
The depositor's hits bear a star; nt = no result given. Rows were taken by chance. Share with any hit: about 3.3%.

SMILES	V1aR counter	OXTR potentiator	M1 ag	TAAR1 antagonist	CHO parental Ca	TAAR1 agonist	CHO-K1 Ca PAM	CHO-K1 Ca ag	CHO-K1 Ca antag
O=S(=O)(Nc1nccs1)c1ccc(Nc2nnc(-c3ccccc3)c3ccccc23)cc1	0.4	-0.5	-11.2	-10.3	13.6	-0.9	15.8	0.4	0.1
CCCS(=O)(=O)N1CCN=C1SCc1cccc2ccccc12	1.4	-2.2	-7.3	-3.8	-21.4	16.0	24.6	1.1	-7.2
CCCCCCc1cc2cc(/C(N)=N/NC(=O)c3ccncc3)c(=O)oc2cc1O	6.6	-6.2	0.6	12.5	1.8	6.5	14.0	0.0	-15.0
CCn1cc(C(=O)NCC(C)C)c(=O)c2cc(F)c(N3CCN(C(=O)c4ccco4)CC3)cc21	-0.1	4.1	-2.4	-5.2	-16.9	0.6	-3.9	1.0	-9.3
COC(=O)C1=C(C)OC(N)=C(C#N)C1c1c(C)nn(C)c1C (configuration not stated)	0.8	-1.1	-4.5	-10.6	-10.3	0.1	14.0	2.8	0.6
O=C(NCC1CCCO1)c1[nH]c(C(F)(F)F)nc1-c1ccccc1 (configuration not stated)	nt	nt	-1.2	3.1	nt	2.7	6.9	0.1	-16.3
CCOc1ccc(Br)cc1C1=NN(C(C)=O)C(c2ccc([N+](=O)[O-])s2)O1 (configuration not stated)	nt	nt	-2.7	-5.6	nt	2.1	12.2	1.5	-5.5
COc1ccc(-c2ccc(Nc3ccc(C(=O)N4CCOCC4)cc3)nn2)cc1OC	-0.1	-18.1	-3.1	-12.6	-12.2	7.2	13.6	2.2	-9.2
O=C(COc1ccc(Cl)cc1)OCC(=O)c1ccc[nH]1	1.1	-8.5	-6.2	-9.1	2.3	-0.3	-14.4	1.9	-3.1
O=C1SC(Cc2ccccc2)C(=O)N1c1ccccc1 (configuration not stated)	-1.2	-10.4	-3.4	-15.2	-3.6	5.2	21.2	0.3	-13.6

Looked up above.
`CCn1cc(C(=O)NCC(C)C)c(=O)c2cc(F)c(N3CCN(C(=O)c4ccco4)CC3)cc21` in CHO parental Ca is listed with -16.9
`CCCS(=O)(=O)N1CCN=C1SCc1cccc2ccccc12` in CHO-K1 Ca PAM is listed with 24.6

The list goes on:
SMILES	V1aR counter	OXTR potentiator	M1 ag	TAAR1 antagonist	CHO parental Ca	TAAR1 agonist	CHO-K1 Ca PAM	CHO-K1 Ca ag	CHO-K1 Ca antag
COc1ccc(N2C(=O)C(CC(=O)Nc3ccccc3)N(Cc3cccs3)C2=O)cc1 (configuration not stated)	0.6	-5.4	-1.2	42.8	-13.9	7.5	9.8	2.6	-2.2
CCCCOC(=O)Nc1ccccc1C(=O)OC	0.3	-4.7	-2.4	15.0	-13.2	5.4	13.9	0.2	-12.9
O=C(NNc1nc2c(F)cccc2s1)C1COc2ccccc2O1 (configuration not stated)	0.5	-19.5	-2.4	-16.6	0.8	4.6	-13.4	6.6	14.1
CC(=O)Nc1ccc(S(=O)(=O)Nc2ccc(NC(=O)c3ccco3)cc2)cc1	-0.7	-0.5	0.3	-3.2	-1.6	12.6	-10.2	-0.1	15.8
COc1ccc(NS(=O)(=O)c2ccc(-c3n[nH]c(=S)n3Cc3ccccc3)cc2)cc1	3.6	-2.9	0.6	-13.4	-16.2	12.1	-10.0	0.8	-0.6
C#CC1(O)CCCC2C3CCC4CC(OC(C)=O)CCC4(C)C3C(=O)CC21C (configuration not stated)	nt	nt	-8.8	-15.9	nt	2.5	3.8	0.8	-9.0
COC(=O)C1=C(N)Oc2cc(C)[nH]c(=O)c2C1c1ccc(Cl)cc1 (configuration not stated)	0.8	-3.2	-2.7	-13.1	-8.4	-0.8	15.0	0.7	-7.0
Cc1ccc(S(=O)(=O)NC2c3cccc4cccc(c34)C2Sc2n[nH]c(N)n2)cc1 (configuration not stated)	-1.3	0.5	-4.5	3.1	-12.3	4.1	15.3	0.1	-7.5
O=S1(=O)CCOC[C@H](Cc2ccccc2)N1Cc1cccc(Cl)c1	-0.7	-5.6	-3.9	1.8	-14.8	-1.9	-13.8	-0.6	13.1
Cc1occc1C(=O)NC1CCCc2ccccc21 (configuration not stated)	-1.0	-6.0	-7.9	2.7	-6.0	0.7	14.6	0.2	-10.9
O=C(COC(=O)[C@H](Cc1c[nH]c2ccccc12)NC(=O)c1ccc(Cl)cc1)Nc1ccc2c(c1)OCO2	-0.1	-11.2	-2.9	11.3	34.5*	4.6	13.0	0.7	4.3
Clc1cccc(Cl)c1C[n+]1cccc2ccccc21	1.2	-0.5	-7.5	-14.2	-1.1	0.4	14.8	4.5	-9.4
Cc1ccc(NC(=O)COC(=O)Cc2ccsc2)cc1S(=O)(=O)N1CCOCC1	2.7	-3.9	-4.0	0.4	0.2	2.2	10.3	1.5	10.0
O=C(/C=C/c1ccc2ccccc2n1)N1CCN(S(=O)(=O)c2ccccc2F)CC1	1.1	-20.5	-5.7	3.4	-4.1	1.4	4.5	1.8	-2.5
Cc1ccc(NC2CC(=O)N(Cc3ccccc3)C2=O)cc1 (configuration not stated)	-0.2	-4.0	-4.4	-1.8	-1.6	13.3	20.2	1.4	-16.7
COC(=O)c1cc(C)sc1NC(=S)N1CCN(CCc2ccccc2)CC1	0.5	1.0	-6.6	-19.9	-13.8	-0.7	10.2	0.6	-6.0
Cc1ccc(N=Nc2ccc(O)c(P(=O)(c3ccccc3)c3ccccc3)c2)cc1	-0.3	-2.6	-3.6	-20.9	-7.4	-1.4	12.4	0.6	-12.9
CC1C(c2ccccc2)N(C)CCC12NC(=O)NC2=O (configuration not stated)	0.7	-10.0	-4.4	7.8	-4.1	7.4	25.2	1.0	-14.1
CCCn1c(=O)n(C)c(=O)c2c(SCC(=O)Nc3cc(C)on3)nc(C(C)(C)C)nc21	0.0	-5.3	-7.9	43.4	-29.5	4.7	-11.1	0.5	-6.1
COc1ccc(C2C3=C(CCCC3=O)Nc3nc(C(F)(F)F)nn32)cc1OC (configuration not stated)	0.7	-8.2	-4.0	-7.9	-14.3	14.8	22.8	1.2	-0.3
CCCCCn1c(SCC(=O)c2ccccc2)nc2cc(C(=O)NCC3CCCO3)ccc2c1=O (configuration not stated)	nt	nt	-2.8	-26.3	nt	3.0	2.5	0.8	-13.2
CCCCCCCNC(=O)C1(CC2CC(c3cccc(Br)c3)=NO2)CCNCC1 (configuration not stated)	-0.6	-1.1	-10.6	-2.0	-14.2	9.0	-17.6	0.1	3.2
Cc1ccc(NC(=O)CCNC(=O)N2CC(=O)Nc3ccccc32)cc1Cl	nt	nt	-2.0	-0.2	nt	0.2	-1.8	1.0	0.9
COc1ccc(NC(=O)Nc2ccc3c(c2)C(=O)N([C@@H](C)CO)C[C@@H](C)[C@@H](CN(C)S(=O)(=O)c2cn(C)cn2)O3)cc1	0.8	-8.6	2.7	-24.6	-6.7	5.3	-10.5	0.0	2.0
C/C(=N\N1C(=O)CSC1=S)c1ccc(Br)cc1	0.9	-27.8	-5.6	0.4	5.4	18.1	7.4	18.9*	4.2
CCCN1CCN(C(=S)NCc2ccc(Cl)cc2)CC1	1.0	-2.7	-2.8	9.9	-11.4	1.9	17.2	2.7	-18.8
COc1cccc(OC)c1C(=O)Nc1nc(-c2ccccc2)cs1	0.6	-1.6	2.8	-17.8	-16.6	8.3	17.7	0.2	-8.1
c1ccc(OCCn2cnc3ccccc32)cc1	0.5	-2.0	-2.3	-0.5	-2.9	6.8	14.2	3.8	-14.2
COc1ccc(C2=NOC(Cn3nc(C(=O)NCc4ccco4)cc3-c3ccccc3)C2)cc1 (configuration not stated)	0.8	-12.9	0.5	66.2*	-9.2	19.2	-9.6	7.0	-1.1
CC(C)Oc1ccc(/C(O)=C2/C(=O)C(=O)N(Cc3cccnc3)C2c2ccco2)cc1 (configuration not stated)	-0.1	-14.0	-3.5	13.2	-7.1	8.3	1.4	0.2	-7.3

Of the compounds above, three have bromine:
SMILES	V1aR counter	OXTR potentiator	M1 ag	TAAR1 antagonist	CHO parental Ca	TAAR1 agonist	CHO-K1 Ca PAM	CHO-K1 Ca ag	CHO-K1 Ca antag
CCOc1ccc(Br)cc1C1=NN(C(C)=O)C(c2ccc([N+](=O)[O-])s2)O1 (configuration not stated)	nt	nt	-2.7	-5.6	nt	2.1	12.2	1.5	-5.5
CCCCCCCNC(=O)C1(CC2CC(c3cccc(Br)c3)=NO2)CCNCC1 (configuration not stated)	-0.6	-1.1	-10.6	-2.0	-14.2	9.0	-17.6	0.1	3.2
C/C(=N\N1C(=O)CSC1=S)c1ccc(Br)cc1	0.9	-27.8	-5.6	0.4	5.4	18.1	7.4	18.9*	4.2

Carrying on.
SMILES	V1aR counter	OXTR potentiator	M1 ag	TAAR1 antagonist	CHO parental Ca	TAAR1 agonist	CHO-K1 Ca PAM	CHO-K1 Ca ag	CHO-K1 Ca antag
Cc1cccc(N2CC(C(=O)Nc3ccc(S(=O)(=O)N4CCOCC4)cc3)CC2=O)c1 (configuration not stated)	0.1	-2.5	-12.8	6.4	-3.3	0.9	17.7	-0.3	-3.8
O=C(COc1ccc2c3c(c(=O)oc2c1)CCC3)NCc1ccncc1	2.2	-3.5	-4.4	0.7	-10.9	1.0	-1.3	1.0	9.2
O=C(CC1CCCCC1)NCc1cn2ccsc2n1	0.2	2.3	-2.9	0.9	-14.5	2.1	8.9	0.5	-6.7
CC(C)c1ccc(Nc2ncc3c(n2)CCN(C(=O)Nc2ccc(F)c(Cl)c2)C3)cc1	nt	nt	-4.6	3.7	nt	1.1	1.8	0.9	2.6
N/C(=N\OC(=O)c1cccs1)c1ccccc1	-0.9	2.1	-6.0	-22.5	-5.7	1.5	17.3	0.6	-0.4
COc1cc(C(=O)OC(C)CN2CCCCC2)cc(OC)c1OC (configuration not stated)	0.2	-6.8	-7.3	-2.8	-7.2	0.2	-0.2	-0.1	7.3
O=C(NCc1ccccc1)C(=O)Nc1nc(-c2ccccc2)cs1	0.7	-7.8	1.1	-21.8	-7.4	9.6	-14.6	1.1	2.7
NC(c1csc(Nc2cc(Oc3ccccc3)ncn2)n1)c1ccccc1Cl (configuration not stated)	nt	nt	-6.7	20.0	nt	23.5	16.5	1.6	-6.8
CCC(C)(C)n1nnnc1C(c1ccc(C)cc1)N1CCSCC1 (configuration not stated)	-1.6	3.6	-5.0	-1.1	-29.5	3.0	-10.8	-0.6	13.4
COc1ccccc1OCCNc1ccc(S(=O)(=O)N2CCCC2)cn1	nt	nt	-2.9	-15.6	nt	0.5	16.3	1.7	-1.8
COc1cc(OC)c2ccc(=O)oc2c1	0.2	-7.4	-6.7	-9.4	6.6	1.0	10.7	0.1	-2.7
